NR5A2 inv ag = inverse agonists of human LRH-1 (NR5A2) | O00482 | AID 602396 | actives 0.13% (n = 360,000) | inhibition, % at 3.6 µM | HEK293T StAR-luciferase reporter, LRH-1 transfected, 24 h;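 active means inhibition above the mean inhibition of all tested compounds plus 3 SD, cut at about 73% in these data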;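 further: 0% = DMSO wells and 100% = reporter-only cells lacking LRH-1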
NR2F2 inh = blocks human COUP-TFII nuclear receptor; HEK293T NGFI-A luciferase reporter, luminescence; actives 0.7% (n = 370,000); P24468; inhibition, % at 8.6 µM; AID 686940;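 active means inhibition above a per-plate cutoff, mean inhibition of test wells between control levels plus 3 SD, cut at about 38% in these data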;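 further: cells cotransfected with COUP-TFII expression vector driving the NGFI-A reporter; 0% = median of COUP-TF2 test wells and 100% = reporter-only cells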
LMP1 NFkB inh = inhibitors of Epstein-Barr LMP1-induced NF-kappaB reporter; LMP1-induced NF-kappaB luciferase reporter cells, luminescence; inhibition, % at 12.5 µM; actives 0.69% (n = 350,000); AID 504558; in the data active means inhibition above about 41%;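 further: 0% = neutral control wells and 100% = reference inhibitor control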
CF NFkB inh = inhibitors of cystic fibrosis induced NF-kB. inhibition, % at 5 µM. AID 588850. actives 0.86% (n = 360,000). KKLEB NF-kB-GFP reporter, PAF-induced, GFP fluorescence overnight;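 active means at least 50% inhibition at 5 µM, scaled per plate between neutral and stimulator controls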;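 further: PAF is a Pseudomonas aeruginosa culture filtrate used as stimulus; plate controls were PAF-stimulated DMSO wells for no effect and unstimulated DMSO wells for full effect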
TROY signal inh = TROY signaling inhibition; Q293 LMP1-TROYcd NF-kB luciferase reporter, 4 h; inhibition, % at 10 µM; actives 0.98% (n = 360,000); AID 1347056;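 active means compounds whose plate-normalised and pattern-corrected inhibition of the luciferase reporter signal at the single screening dose is 50% or more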
Shn3 3UTR inh = Schnurri-3 reporter inhibition in Clone20 osteoblasts; Clone20 osteoblast Shn3 3'UTR firefly luciferase, 24 h; actives 0.52% (n = 360,000); inhibition, % at 12.5 µM;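 active means mean inhibition of at least 75% with every replicate also reaching 75%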;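 further: 0% = median of neutral control wells and 100% = pilot-screen positive control compound; some compounds past the cut are filed as inactive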
NCOA3 inh = inhibits human SRC3 coactivator; inhibition, % at 3.6 µM; actives 0.17% (n = 360,000); HEK293 GAL4-SRC3 luciferase reporter, luminescence; AID 588352; Q9Y6Q9;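 active means inhibition above a per-campaign cutoff, the mean of all compounds plus 3 SD, cut at about 60% in these data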;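 further: 0% = DMSO-treated cells and 100% = gossypol-treated cells at 36 µM; higher means less SRC3-driven luciferase light from the GAL4 reporter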
SRC1 inh = human NCOA1 inhibition | actives 0.12% (n = 360,000) | AID 588354 | HEK293 GAL4-SRC1 luciferase reporter, luminescence | Q15788 | inhibition, % at 3.6 µM;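 active means inhibition above the campaign mean plus 3 SD, with each screening campaign given its own cutoff, cut at about 60% in these data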;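 further: 0% = DMSO treated cells and 100% = gossypol at 36 µM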
Target sequence (Q15788 whole entry, looked up, the tested form may be a part): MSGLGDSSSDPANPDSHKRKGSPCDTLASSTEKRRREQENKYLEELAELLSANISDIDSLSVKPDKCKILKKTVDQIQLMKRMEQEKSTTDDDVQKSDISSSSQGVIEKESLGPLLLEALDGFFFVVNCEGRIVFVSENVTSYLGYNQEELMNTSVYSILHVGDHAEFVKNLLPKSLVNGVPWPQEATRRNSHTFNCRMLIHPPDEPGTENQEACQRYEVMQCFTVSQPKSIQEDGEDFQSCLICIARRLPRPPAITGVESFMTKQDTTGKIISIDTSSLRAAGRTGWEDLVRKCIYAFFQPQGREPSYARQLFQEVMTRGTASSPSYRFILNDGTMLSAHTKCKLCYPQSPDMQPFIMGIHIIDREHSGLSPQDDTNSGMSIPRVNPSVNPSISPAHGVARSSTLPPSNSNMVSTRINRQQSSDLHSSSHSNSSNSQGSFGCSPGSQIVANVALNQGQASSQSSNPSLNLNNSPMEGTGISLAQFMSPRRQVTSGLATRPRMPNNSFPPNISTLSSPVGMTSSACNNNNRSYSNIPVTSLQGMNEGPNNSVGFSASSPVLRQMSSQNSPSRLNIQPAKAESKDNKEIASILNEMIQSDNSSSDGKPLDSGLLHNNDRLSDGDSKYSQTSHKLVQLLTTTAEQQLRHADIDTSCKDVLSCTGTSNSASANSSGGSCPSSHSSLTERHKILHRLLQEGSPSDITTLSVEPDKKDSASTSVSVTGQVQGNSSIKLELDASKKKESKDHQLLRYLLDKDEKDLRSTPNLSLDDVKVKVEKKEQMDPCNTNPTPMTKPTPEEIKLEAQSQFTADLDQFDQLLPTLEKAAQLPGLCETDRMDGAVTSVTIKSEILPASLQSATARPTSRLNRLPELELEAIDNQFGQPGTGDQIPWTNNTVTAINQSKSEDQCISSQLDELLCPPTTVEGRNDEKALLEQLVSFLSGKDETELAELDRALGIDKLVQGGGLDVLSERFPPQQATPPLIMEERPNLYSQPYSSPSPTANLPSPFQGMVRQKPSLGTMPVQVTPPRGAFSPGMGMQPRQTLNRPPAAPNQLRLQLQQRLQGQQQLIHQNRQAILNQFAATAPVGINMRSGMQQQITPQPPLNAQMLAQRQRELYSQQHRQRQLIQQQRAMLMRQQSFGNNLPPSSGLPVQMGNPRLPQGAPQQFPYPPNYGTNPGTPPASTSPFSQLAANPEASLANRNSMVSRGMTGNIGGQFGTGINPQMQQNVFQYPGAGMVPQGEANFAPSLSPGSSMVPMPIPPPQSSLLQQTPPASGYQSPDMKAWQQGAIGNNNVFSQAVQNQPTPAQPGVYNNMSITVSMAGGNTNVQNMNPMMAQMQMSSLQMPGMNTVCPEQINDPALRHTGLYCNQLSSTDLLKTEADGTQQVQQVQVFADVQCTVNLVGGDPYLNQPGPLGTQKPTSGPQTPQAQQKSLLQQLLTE
KKLEB cytotox = counter-screen for CF NF-kB inhibitors: cytotoxicity; KKLEB CF airway cells viability, ATPlite luminescence, overnight; active compounds read low; cells stimulated with P. aeruginosa culture filtrate; activity change (cytotoxicity), % at 5 µM; actives 0.36% (n = 360,000); AID 602141;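 active means corrected activity change at or below -50% at 5 µM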
TWEAK Fn14 block = inhibitors of TWEAK-Fn14 interaction signaling. actives 2% (n = 360,000). inhibition, % at 10 µM. TWEAK-stimulated Fn14 reporter cells, luciferase luminescence, 8 h; in the data active means inhibition above about 50%
C8 TRAIL sens = sensitizes caspase-8 expressing cells to TRAIL; NB7+C8 cells + TRAIL, ATPlite viability luminescence; inhibition (viability loss, TRAIL sensitization), % at 10 µM; actives 1% (n = 360,000);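 active means compounds causing at least 50% loss of cell viability in the single-dose screen, relative to plate controls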
* = called active by the depositor; / = not tested or not shown; & = joins results of further samples.

| item | compound | NR5A2 inv ag | NR2F2 inh | LMP1 NFkB inh | CF NFkB inh | TROY signal inh | Shn3 3UTR inh | NCOA3 inh | SRC1 inh | KKLEB cytotox | TWEAK Fn14 block | C8 TRAIL sens |
| --- | --- | --- | --- | --- | --- | --- | --- | --- | --- | --- | --- | --- |
| 1 | CC(=O)CC(C)(C)S(=O)(=O)c1ccc(NC(C)=O)cc1 | -23 | -15 | 11 | 2 | 5 | 9 | 2 | -18 | 2 | 11 | -15 |
| 2 | O=C(NCCN1CCOCC1)c1ccc2c(c1)N(Cc1ccccc1)CCS2 | -1 | 3 | 3 | 5 | -3 | -8 | 4 | 10 | -12 | -5 | -9 |
| 3 | Cc1cccc(N2C(=O)N3[C@H](c4ccc(F)cc4)[C@@H]4C(=O)N(C5CCCCC5)C(=O)[C@@H]4[C@]3(Cc3ccccc3)C2=O)c1 | 0 | -7 | -57 | 41 | 8 | 3 | 5 | -4 | -40 | -26 | 3 |
| 4 | Cc1sc2ncnc(NCC(O)c3ccccc3)c2c1C (stereo not given) | -41 | 43* | 8 | -6 | -5 | 39 | -27 | -45 | -4 | 25 | 27 |
| 5 | CN1CCN(c2ccc(S(=O)(=O)N3CCOCC3)cc2NC(=O)C2CCCCC2)CC1 | -9 | 2 | 5 | 4 | -13 | 10 | 6 | -4 | 5 | 6 | -1 |
| 6 | c1ccc2c(-c3cccc4nccn34)cncc2c1 | 6 | 23 | / | 32 | 31 | 13 | 31 | 33 | -14 | 52* | -2 |
| 7 | CCN(CC)CCn1c(=N)n(CC(O)c2ccco2)c2ccccc21 (stereo not given) | 0 | -6 | 10 | -9 | 24 | -4 | 2 | 21 | 10 | -16 | -5 |
| 8 | Cc1ccc(CN2CC(=O)N3[C@H]4c5cc(C)ccc5OC[C@@H]4[C@H](c4ccccc4)[C@]3(C)C2=O)cc1 | 2 | -2 | 5 | 19 | -13 | -2 | 2 | -18 | 1 | 7 | 17 |
| 9 | O=C(Cc1cccc(NC(=O)C2CCCN(C(=O)C3CCCC3)C2)c1)Nc1cccc(C(=O)N2CCOCC2)c1 (stereo not given) | 6 | 9 | -1 | -10 | -9 | -7 | -25 | -8 | 14 | 0 | -4 |
| 10 | CCO[C@@H]1OC(C(N)=O)=C[C@H](C(C)(C)C)[C@H]1CCCO | 10 | 2 | 5 | 3 | 9 | 2 | -7 | 8 | 8 | 16 | 1 |
| 11 | O=C(CCN1C(=O)c2ccccc2C1=O)N1CCN(C2c3ccccc3-c3ccccc32)CC1 | -1 | 11 | -6 | 8 | -7 | 5 | 18 | -9 | -15 | 1 | -1 |
| 12 | CCCCCn1c(=O)[nH]c2cc(C(=O)NCCCN(C)Cc3ccccc3)ccc2c1=O | 15 | 10 | -19 | 6 | 17 | 6 | 10 | 11 | -1 | -7 | -13 |

A few values from the results shown.
Under Shn3 3UTR inh, Cc1sc2ncnc(NCC(O)c3ccccc3)c2c1C (stereo not given) has the entry 39
Under LMP1 NFkB inh, O=C(Cc1cccc(NC(=O)C2CCCN(C(=O)C3CCCC3)C2)c1)Nc1cccc(C(=O)N2CCOCC2)c1 (stereo not given) has the entry -1
Under KKLEB cytotox, Cc1ccc(CN2CC(=O)N3[C@H]4c5cc(C)ccc5OC[C@@H]4[C@H](c4ccccc4)[C@]3(C)C2=O)cc1 has the entry 1
Under TROY signal inh, O=C(NCCN1CCOCC1)c1ccc2c(c1)N(Cc1ccccc1)CCS2 has the entry -3
Under C8 TRAIL sens, CCN(CC)CCn1c(=N)n(CC(O)c2ccco2)c2ccccc21 (stereo not given) has the entry -5

Next section
| item | compound | NR5A2 inv ag | NR2F2 inh | LMP1 NFkB inh | CF NFkB inh | TROY signal inh | Shn3 3UTR inh | NCOA3 inh | SRC1 inh | KKLEB cytotox | TWEAK Fn14 block | C8 TRAIL sens |
| --- | --- | --- | --- | --- | --- | --- | --- | --- | --- | --- | --- | --- |
| 13 | Cc1cccc(C)c1N1CCN(C(=O)N2CCOCC2)CC1 | -19 | -14 | 2 | -10 | 10 | 4 | 5 | -9 | 11 | -13 | 4 |
| 14 | CCOC(=O)C1=CNS(=O)(=O)NC1c1ccc(C(=O)OC)cc1 (stereo not given) | 6 | 8 | -9 | -1 | -1 | -3 | -6 | 14 | -1 | 1 | -3 |
| 15 | O=C(CN1CCN(S(=O)(=O)c2ccccc2C(F)(F)F)CC1)NCc1cccs1 | 3 | 7 | -13 | 7 | 0 | 6 | 6 | -6 | -10 | 2 | -17 |
| 16 | Cc1ccc2c(c1)C(CCN)C(=O)N2Cc1ccccc1 (stereo not given) | 9 | -13 | 1 | 6 | / | 22 | -13 | 18 | 1 | 13 | -6 |
| 17 | CN(CC(=O)Nc1cccc(S(=O)(=O)N2CCCC2)c1)CC(=O)Nc1ccc(Cl)c(C(F)(F)F)c1 | 17 | 42* | 4 | -1 | 44 | 79 | 5 | 24 | 6 | 49 | 18 |
| 18 | CCC(=O)N1CCc2cc(S(=O)(=O)NCCc3ccc(S(N)(=O)=O)cc3)ccc21 | 15 | 9 | 3 | 0 | -13 | 5 | 4 | 7 | 5 | 9 | 8 |
| 19 | COc1ccc(C2=NN(C(=O)COC(=O)c3ccc(S(C)(=O)=O)c([N+](=O)[O-])c3)C(c3ccco3)C2)cc1 (stereo not given) | 1 | -13 | -3 | 84* | 16 | 66 | -24 | -31 | -80* | 69* | 90* |
| 20 | Fc1ccc(N2CCN(/C=C/c3nnnn3-c3ccccc3)CC2)cc1 | 9 | 1 | 13 | 3 | 11 | 11 | 4 | -32 | 7 | 0 | -1 |
| 21 | Cc1nn(C)c(Oc2cccc(Cl)c2)c1C(=O)Nc1ccc(F)cc1F | 14 | 9 | 12 | 8 | -1 | -3 | 7 | 1 | 0 | -9 | 4 |
| 22 | Cc1nc2sccn2c(=O)c1S(=O)(=O)NCC(C)c1ccccc1 (stereo not given) | -5 | -4 | -8 | 5 | 0 | 7 | -13 | 7 | 0 | -1 | 6 |
| 23 | Cc1nnc(SCCn2c(N3CC(C)CC(C)C3)nc3c2c(=O)[nH]c(=O)n3C)s1 (stereo not given) | -8 | 5 | 7 | 11 | -8 | -8 | -9 | 1 | 6 | -11 | -21 |
| 24 | C/C(N)=C(/C#N)C(=O)CSc1nc(C2CCCCC2)n(-c2ccccc2)n1 | -9&-6 | 0&-4 | -7&5 | 6&5 | 6&-13 | -27&-4 | 7&-36 | 7&1 | -8&-7 | 6&6 | -14&-6 |
| 25 | CC(=O)N1CCN(c2ccc(NC(=O)c3ccc(N4CCCC4)c([N+](=O)[O-])c3)cc2Cl)CC1 | -3 | -26 | 3 | -6 | 22 | 42 | 12 | 15 | 8 | -3 | 7 |
| 26 | Cc1cccc(NC(=O)COC(=O)c2c(-c3ccccc3)noc2C)c1 | -16 | 3 | 3 | -42 | -10 | 9 | 2 | 10 | 15 | -29 | -11 |
| 27 | C=CCn1c(C(CCCC)CC(C)O)n[nH]c1=S (stereo not given) | -3 | -14 | 9 | -6 | 7 | 17 | 1 | 7 | -1 | -3 | 0 |
| 28 | Cc1ccc(NC(=O)CO/N=C(\N)c2nonc2N)cc1 | -12 | 13 | -5 | -14 | -28 | -13 | 1 | -5 | 4 | -34 | 5 |
| 29 | CC1CC1C(=O)OCC(=O)NCc1ccc(Cl)cc1Cl (stereo not given) | -15 | -20 | 1 | 6 | -8 | 5 | 3 | 0 | -4 | 4 | -8 |
| 30 | Cc1ccc(NC(=O)COC(=O)C2CC2)c(Br)c1 | 4 | -21 | 6 | 10 | -51 | -2 | 4 | 2 | 4 | -26 | 5 |
| 31 | COc1ccc(C)cc1S(=O)(=O)NCCC1=CCCCC1 | -10 | -11 | 12 | -1 | 1 | -1 | 6 | 13 | 6 | -21 | -14 |
| 32 | Cc1ccc(S(=O)(=O)Nc2nc3ccccc3nc2NCC2CCCO2)c(C)c1 (stereo not given) | 11 | -14 | 0 | 9 | 0 | 15 | 8 | -11 | 0 | -20 | 0 |
| 33 | COc1cc(/C=N/NC(=O)c2ccc(Cn3cc([N+](=O)[O-])cn3)o2)cc(Br)c1O | -8 | -15 | -4 | 1 | 4 | 16 | 8 | -24 | -2 | -2 | -10 |
| 34 | CC(C(=O)NCC1CCCCC1)N1CCN(S(=O)(=O)/C=C/c2ccccc2)CC1 (stereo not given) | 9 | 4 | -14 | -1 | -14 | 9 | 6 | 9 | -7 | -1 | 2 |
| 35 | O=C(Nc1ccc2[nH]c3c(c2c1)CCCC3)c1ccco1 | -25 | -17 | -13 | 11 | / | -40 | -18 | -35 | 0 | -23 | -5 |
| 36 | NC(=NCCc1ccc(Cl)cc1)NS(=O)(=O)c1ccccc1 | 11 | -3 | 2 | -8 | -2 | -10 | 2 | -10 | 15 | 1 | -8 |
| 37 | CC(=O)C1=C(O)C(=O)N(CCN2CCOCC2)C1c1ccccc1 (stereo not given) | -4 | 4 | -3 | 0 | -22 | -8 | 3 | 2 | -3 | -10 | 7 |
| 38 | Cc1c(Cl)cccc1N1C(=O)c2ccccc2C1=O | 11 | -5 | -12 | 10 | 8 | -9 | 7 | 9 | -1 | 4 | 0 |
| 39 | Cc1cc(F)ccc1NCC(=O)Nc1ccc(Br)cc1C | 27 | 6 | -2 | -4 | -9 | -3 | 21 | 16 | -3 | -22 | -4 |
| 40 | C#Cc1ccc(C(=O)NCc2ccc(N3CCCC3=O)cc2)cc1 | 4 | 4 | 3 | -9 | -1 | 14 | 16 | 6 | 12 | 4 | 3 |
| 41 | O=C(NCC(c1cccs1)N1CCOCC1)c1cccc([N+](=O)[O-])c1 (stereo not given) | 1 | -8 | -10 | 9 | 3 | 9 | -4 | -5 | -3 | 6 | 21 |
| 42 | COc1ccccc1CNC(=O)CCS(=O)(=O)c1ccc(Cl)cc1 | 12 | 8 | 1 | 5 | -15 | -10 | 10 | 1 | -1 | -8 | -6 |
| 43 | COc1cc(OC)c2c(-c3cccc(-c4sccc4C(C)=O)c3)cc(=O)oc2c1 | -11 | -8 | -2 | 60* | 16 | 13 | 18 | -29 | -24 | 48 | 13 |
| 44 | COc1ccc(-c2nn(CC(=O)N(C)C)c(=O)c3ccccc23)cc1 | -5 | 7 | -5 | 10 | -16 | 0 | 15 | -15 | -2 | -16 | -16 |
| 45 | O=C(CN(C(=O)c1csnn1)c1cccc(Cl)c1)NC1CCCC1 | -30 | -3 | 3 | -11 | -11 | -19 | 16 | -6 | 4 | 23 | -17 |
| 46 | COc1ccccc1NC(=O)CSc1nc2ccccc2c(=O)n1C | 26 | 14 | 5 | 1 | 16 | 45 | -2 | -7 | -1 | 39 | 6 |

Printed as active in TWEAK Fn14 block (from the list above):
No. | Compound | NR5A2 inv ag | NR2F2 inh | LMP1 NFkB inh | CF NFkB inh | Shn3 3UTR inh | NCOA3 inh | SRC1 inh | TWEAK Fn14 block
6 | c1ccc2c(-c3cccc4nccn34)cncc2c1 | 6 | 23 | / | 32 | 13 | 31 | 33 | 52*
19 | COc1ccc(C2=NN(C(=O)COC(=O)c3ccc(S(C)(=O)=O)c([N+](=O)[O-])c3)C(c3ccco3)C2)cc1 (stereo not given) | 1 | -13 | -3 | 84* | 66 | -24 | -31 | 69*

From PubChem

Some of the compounds tested. The share of hits here may be higher or lower than overall.
